SRC3 TRFRET art: TR-FRET detection interference compounds, artefact control for PPARgamma SRC-3 recruitment agonists, biochemical, TR-FRET ratio; 99,000 compounds, 0.39% hits; TR-FRET artefact counter-screen, PPARgamma/SRC-3 format; stronger effect = higher value; TR-FRET ratio at 8 µM; in the data active means TR-FRET ratio above about 2000; further: inactives centre near 1600
SRC1 TRFRET art: TR-FRET detection interference compounds, primary screen, artefact control for PPARgamma SRC-1 recruitment agonists, biochemical, TR-FRET emission ratio; TR-FRET detection artefact counter-screen; stronger effect = higher value; TR-FRET ratio at 8 µM; 99,000 compounds, 0.34% hits; AID 1051, 2008; in the data active means TR-FRET ratio above about 2300; further: inactives centre near 1800
* hit, by the source's call. These rows are one share of the data; rates above refer to the full screens.

SMILES	SRC3 TRFRET art	SRC1 TRFRET art
Cc1nc(-c2ccc(C(=O)Nc3cccc(Br)c3)cc2)cs1	1501	1751
Cc1ccc2nc3c(c(C(=O)OC4CCOC4=O)c2c1)CCCC3 (stereo unspecified)	1404	1629
CC1CCCC(C)N1C(=O)COc1ccccc1F (stereo unspecified)	1723	1768
CC1(C)Cc2cccc(OCC(=O)NCCOc3ccccc3)c2O1	1484	1530
COc1ccc(CCN2CC(C(=O)Nc3ccc4c(c3)OCO4)CC2=O)cc1OC (stereo unspecified)	1541	1628
O=C(O)c1cc2ncc(CCO)cn2n1	1534	1965
O=C(CCN1CCOCC1)N/N=C/c1cc(Br)cc(Br)c1O	1596	1628
COc1ccc(-c2csc(NC(=S)NC(=O)c3ccco3)n2)cc1	1558	1681
CN(Cc1ccccc1)C(=O)c1nc2ccccn2c1CN1CCc2sccc2C1	1502	1648
O=C(N/N=C/C=C/c1ccccc1[N+](=O)[O-])c1cc(-c2ccccc2)n[nH]1	1463	1633
O=C(C1=C[C@@H](c2coc3ccccc3c2=O)C[C@@H](OCc2ccc(CO)cc2)O1)N1CCOCC1	1729	1703
COc1ccc(/C=N\NC(=O)c2cccc(Br)c2)c(OC)c1	1682	2306
O=C(N/N=C/c1cccc(Oc2ccccc2)c1)c1cc[n+]([O-])cc1	1616	1781
CCn1nnnc1NCc1ccc(OCc2c(F)cccc2Cl)c(OC)c1	1523	1629
CCOC(=O)/C=C(\C)N1N=C(c2ccccc2)CC1c1ccccc1 (stereo unspecified)	1757	1907
CCCC(c1nnnn1C(C)(C)C)N1CCN(Cc2ccccc2)CC1 (stereo unspecified)	1494	1730
COc1cc(NC(=O)Cn2c(=O)n(-c3cccc(C)c3)c(=O)c3c(C)c(C)sc32)cc(OC)c1	1637	1763
O=C(O)COc1ccccc1/C=C1\SC(=S)N(/N=C/c2ccccc2O)C1=O	1525	1721
CC(C)CC1CCCCC1OC(=O)C[N+]1(C)CCCCC1 (stereo unspecified)	1427	1694
Cc1nonc1OCCNCCNc1ccccc1[N+](=O)[O-]	1560	1645
C/C(=N/NC(=O)c1ccc(C)nc1)c1ccc2c(c1)CCCC2	1759	1717
O=C(CNC(=O)c1ccccc1)OCc1nnc(-c2ccc(Cl)cc2)o1	1727	1605
Cc1ccccc1NC1=NC(=S)N(c2ccccc2)C12CCCCC2	1571	1721
C/C(=N\Nc1ncc(Cl)cc1Cl)c1ccc2c(c1)OCO2	1750	1691
CCOc1ccc(C(=O)N/N=C/c2cc([N+](=O)[O-])cs2)cc1	1928	1887
O=C(OCC(=O)c1ccccc1Cl)c1cnccn1	1435	1674
O=C(CSCc1nc2ccccc2[nH]1)Nc1ccc(Oc2ccccc2)cc1	1554	1742
CC(C)/C=C/C(=O)N1CCC(N2CCC(C(=O)N3CCOCC3)CC2)CC1	1584	1675
COc1cccc(OCc2nnc(-c3cccs3)o2)c1	1575	1693
Cc1ccc(-c2csc(Nc3ccc(C(=O)O)cc3)[n+]2Cc2ccccc2)cc1	1486	1763

2 of these compounds in a different format:
SMILES,SRC3 TRFRET art,SRC1 TRFRET art
CCCC(c1nnnn1C(C)(C)C)N1CCN(Cc2ccccc2)CC1 (stereo unspecified),1494,1730
COc1cc(NC(=O)Cn2c(=O)n(-c3cccc(C)c3)c(=O)c3c(C)c(C)sc32)cc(OC)c1,1637,1763

The results go on:
SMILES	SRC3 TRFRET art	SRC1 TRFRET art
O=C(NC1CCCc2ccccc21)C1CCN(C(=O)c2sccc2-n2cccc2)CC1 (stereo unspecified)	1587	1718
CCOP(=O)(c1ccccc1)C(O)c1ccc(Br)cc1 (stereo unspecified)	1548	1888
Cc1ccc(-c2nc3cc(Br)cnc3nc2-c2ccc(C)cc2)cc1	1564	1842
N#Cc1ccc(OCC(=O)N/N=C2/CC(c3ccccc3)Oc3ccccc32)cc1 (stereo unspecified)	1648	1591
Oc1c(Br)cc(Br)cc1/C=N/N1CCN(Cc2ccccc2)CC1	1669	1607
CCC(C)OC1OC(CO)C(O)C(O)C1NC(C)=O (stereo unspecified)	1696	2236
CCOC(=O)NC(NC(=S)Nc1ccc(OCC)cc1)C(Cl)(Cl)Cl (stereo unspecified)	1795	1715
O=C(COC(=O)c1ccc(NS(=O)(=O)c2cccs2)cc1O)NCc1ccccc1	1635	1687
CCCC(=O)c1c(NC(C)C)cc(C)oc1=O	1266	1624
N#C/C(=C/c1ccncc1)c1nc2ccccc2s1	1784	2059
Cc1cc(NC(=O)CSc2nnnn2-c2ccccc2)no1	1760	1965
CCOC(=O)c1sc(Nc2nc3c(OC)cccc3s2)cc1C	1732	2005
O=C(CSCc1ccc(F)cc1)NCc1cccs1	1702	2010
COc1ccc(C(=O)/C=C2/c3ccccc3CC(C)(C)N2C)cc1OC	1736	1704
N=C1c2c(cc(=O)n3c2[nH]c2ccccc23)CN1CCN1CCOCC1	1719	1825
COc1ccc(C/C(C)=N/NC(=O)c2ccc(Cl)cc2)cc1	1634	1723
CCOC(=O)N1CCN(C(=S)NC(=O)c2nn(C)cc2Br)CC1	1564	1704
S=C1NCCOCCOCCOCCNC(=S)N2CCOCCOCCN1CCOCCOCC2	1715	1845
Cc1cc(C(=O)c2ccc(C(C)(C)C)cc2)c(NC(=O)CCl)s1	1535	1740
Cc1nc(SC2CC(=O)N(c3ccccc3)C2=O)n[nH]1 (stereo unspecified)	1507	1431
Cc1cc(C)cc(N(CC(=O)O)S(=O)(=O)c2c(C)[nH]c(=O)[nH]c2=O)c1	1806	1709
O=C(CN1CCN(c2cccc(Cl)n2)CC1)N1CC(O)CO1 (stereo unspecified)	1376	1951
O=C(NCCc1csc(-c2ccccc2)n1)c1c(F)cccc1Cl	1838	1672
O=C(CCCSc1nc2ccccc2c(=O)[nH]1)c1ccccc1	1375	1609
Cc1ccc2nc(SCC(=O)N/N=C/c3ccco3)cc(C)c2c1	1644	1818
O=S(=O)(NN1CCOCC1)c1ccc(Cl)s1	1656	1951
CCOC(=O)CSc1nc(C)c2cc(C)c(C)cc2n1	1473	1683
O=C(NCCNc1ccc([N+](=O)[O-])cc1)c1cccc(Br)c1	1567	1795
Cc1ccsc1/C=N/n1c(COc2ccccc2)n[nH]c1=S	1597	1880
CCOC(=O)C1CCCN(CCC(=O)Nc2cccc(C)c2)C1 (stereo unspecified)	1507	1877
C=CCn1c(SCC(=O)c2ccccc2)nnc1-c1cc2ccccc2o1	1576	1608
COc1ccccc1C(=O)N=Nc1c(O)[nH]c2ccc([N+](=O)[O-])cc12	1463	1464
COc1ccccc1C(=O)NCC(=O)NC1CCCc2ccccc21 (stereo unspecified)	1724	1881
Cc1nnc2c(NC3CCCC3)nc3ccccc3n12	1721	1746
CC(C)(C)n1nc2c(c1NC(=O)Cc1cccc3ccccc13)CS(=O)(=O)C2	1558	1553
Cc1cc(C)c(NC(=O)CN)c(C)c1	1582	1654
CC1CCC2C(=O)N(c3ccc(S(=O)(=O)c4ccccc4)cc3)C(=O)C2C1 (stereo unspecified)	1641	1823
O=Cc1ccc(Oc2ncccn2)cc1	1673	1970
CCOc1ccc(NC(=O)NC(C)CC)cc1 (stereo unspecified)	1289	1600
CC(C)(C)S(=O)(=O)/C(C#N)=N/Nc1ccc(Cl)cc1	1528	1756
COc1cccc(O)c1CN1CCCC(C(=O)c2cccc(C(F)(F)F)c2)C1 (stereo unspecified)	1774	2027
Cc1cc(NC(=O)c2cccs2)n(-c2nc3ccccc3[nH]2)n1	1226	1951
COc1cc(NC(=O)CSc2nncn2C)cc(OC)c1OC	1736	1602
N#CC1=C(N)SC(N)=C(C#N)C1c1ccc([N+](=O)[O-])cc1	1526	1804
CN1CCN(c2c(F)cc3c(=O)c(C(=O)O)cn(CCF)c3c2F)CC1	1522	1741
CNC(=S)Nc1ccc(C)c(NC(=S)NC)c1	1634	1567
COc1ccc(COc2cc(-c3cccc(OC)c3)nc3ccc(NC(=O)c4ccc(OC)cc4)cc23)cc1	1579	1881
Cc1[nH][nH]c(=O)c1C(c1ccc(-c2ccc(Cl)c(C(=O)O)c2)o1)c1c(C)[nH][nH]c1=O	1504	1926
CC(=O)Nc1cccc(C(=O)Nc2nc(C)cs2)c1	1487	1691
Oc1ccc(C[C@H]2CNC(=S)N2CCc2cc(C(F)(F)F)cc(C(F)(F)F)c2)cc1	1489	1870
Cc1ccccc1OCC(=O)OCC(=O)c1ccc(OCc2ccccc2)cc1	1508	1828
Cc1cc(=O)oc2cc(OCC(=O)OC(C)C(=O)NC3CCCC3)ccc12 (stereo unspecified)	1662	1861
CCOC(=O)/C=C/C(=O)OCC(=O)Nc1ccc(OC)c(Cl)c1	1782	1747
COc1ccc(C(=O)N[C@H](C(=O)Nc2nc3c(s2)CCCC3)C(C)C)cc1	1578	1760
O=C(Nc1nc2ccccc2[nH]1)C1CC1	1562	2004
COc1ccc(CCNC(=O)CSc2ccccc2)cc1OC	1630	1716
Cc1cc(C)nc(NC(=O)c2cc(-c3ccc(C)s3)nc3ccccc23)c1	2323*	2309
CCCCNc1nnc(SCC(=O)c2c[nH]c3ccccc23)s1	1726	1801
CC(=O)Nc1ccc(CN2CCN(CCc3ccccc3)C(CCO)C2)cc1 (stereo unspecified)	1583	1817
O=C(N=Nc1c(O)n(Cc2ccccc2)c2ccccc12)c1cc2ccccc2cc1O	1664	1930
(listing goes on)
SMILES	SRC3 TRFRET art	SRC1 TRFRET art
O=C(/C=C/c1cccs1)Nc1ccc(Br)cn1	1493	1668
CCN(CC)CCN(Cc1cc2cc(C)ccc2[nH]c1=O)C(=S)NCc1ccco1	1521	1598
O=C(CSc1nnnn1C1CC2CCC1C2)Nc1ccnc2ccccc12 (stereo unspecified)	1702	1937
O=C(/C=C/c1ccncc1)c1ccc(NC(=O)c2ccccc2F)cc1	1751	1843
Cc1nc2ccccc2c(=O)n1/N=C/c1cccs1	1562	1753
Cn1c(CNC(=O)c2ccccc2F)nnc1SCC(=O)NCc1ccccc1	1578	2002
O=C(COC(=O)COc1ccccc1Cc1ccccc1)Nc1cccnc1Cl	1580	1697
Cc1ccc(C)c(NC(=S)c2nc3ccccc3s2)c1	1488	1751
Cc1ccccc1C(=O)NC1CCN(C(=O)Nc2ccccc2Cl)CC1	1636	1953
CC(NC(=O)C(=O)N/N=C/c1ccc(Cl)cc1)c1ccccc1 (stereo unspecified)	1558	1855
COCCNC(=O)C(c1ccc(C)o1)N(C(=O)Cn1nnc2ccccc21)c1ccccc1 (stereo unspecified)	1503	1651
CCC(C)c1ccccc1OCCCCN1CCCC1 (stereo unspecified)	1544	1628
O=C(CNc1ccccc1)NN=C1CCCC1	1432	1680
COc1ccc(OC)c(/C=N/NC(=O)CNC(=O)c2ccc(S(=O)(=O)N3CCCC3)cc2)c1	1522	1557
CCC(=O)c1ccc(N2CCN(S(=O)(=O)c3ccccc3)CC2)c(F)c1	1802	1844
CC(C)NC(=O)NC(=O)COC(=O)c1ccc([N+](=O)[O-])cc1Cl	1591	1909
CCOc1ccc(C(=O)NCC(=O)OCc2cc(C(C)=O)ccc2OC)cc1	1737	1803
COC(=O)C1=C(C)NC(=O)NC1c1ccc(N2CCC(c3ccccc3)=N2)cc1 (stereo unspecified)	1541	1896
Cc1ccc(C(=O)OCC(=O)c2c[nH]c3ccccc23)cc1	1749	1935
CC(C)CC(=O)Nc1nc2ccc(S(C)(=O)=O)cc2s1	1445	1830
CCn1ccnc1CN1CCC(CO)(CCOc2ccccc2)CC1	1627	1337
O=C(CCC1CCCN(c2ncccn2)C1)NCc1ccc(F)c(F)c1 (stereo unspecified)	1716	1586
NC(=O)NC(=O)COC(=O)/C=C/c1cccc(Br)c1	1481	1667
C#CCN1C(=O)S/C(=C/c2cc(C)n(CC)c2C)C1=O	1630	1539
CCN(C(=O)COC(=O)c1cc([N+](=O)[O-])ccc1N1CCCCC1)C1CCS(=O)(=O)C1 (stereo unspecified)	1462	1649
O=C(OC1CCOC1=O)c1cc(-c2cccs2)nc2ccccc12 (stereo unspecified)	1593	1686
CNc1ccccc1C(C)(C)c1ccn[nH]1	1728	1630
COc1ccc(CN2C3CCCC2CC(NC(=O)/C=C/c2ccccc2)C3)cc1 (stereo unspecified)	1615	1754
CC1(C)CC(=O)C(c2c[nH]c3ccccc23)C(=O)C1	1752	1694
C#CCSc1ncc(-c2ccccc2)cn1	1553	2074

At a glance, 20 of the compounds above.
SMILES	SRC3 TRFRET art	SRC1 TRFRET art
COCCNC(=O)C(c1ccc(C)o1)N(C(=O)Cn1nnc2ccccc21)c1ccccc1 (stereo unspecified)	1503	1651
CCC(C)c1ccccc1OCCCCN1CCCC1 (stereo unspecified)	1544	1628
O=C(CNc1ccccc1)NN=C1CCCC1	1432	1680
COc1ccc(OC)c(/C=N/NC(=O)CNC(=O)c2ccc(S(=O)(=O)N3CCCC3)cc2)c1	1522	1557
CCC(=O)c1ccc(N2CCN(S(=O)(=O)c3ccccc3)CC2)c(F)c1	1802	1844
CC(C)NC(=O)NC(=O)COC(=O)c1ccc([N+](=O)[O-])cc1Cl	1591	1909
CCOc1ccc(C(=O)NCC(=O)OCc2cc(C(C)=O)ccc2OC)cc1	1737	1803
COC(=O)C1=C(C)NC(=O)NC1c1ccc(N2CCC(c3ccccc3)=N2)cc1 (stereo unspecified)	1541	1896
Cc1ccc(C(=O)OCC(=O)c2c[nH]c3ccccc23)cc1	1749	1935
CC(C)CC(=O)Nc1nc2ccc(S(C)(=O)=O)cc2s1	1445	1830
CCn1ccnc1CN1CCC(CO)(CCOc2ccccc2)CC1	1627	1337
O=C(CCC1CCCN(c2ncccn2)C1)NCc1ccc(F)c(F)c1 (stereo unspecified)	1716	1586
NC(=O)NC(=O)COC(=O)/C=C/c1cccc(Br)c1	1481	1667
C#CCN1C(=O)S/C(=C/c2cc(C)n(CC)c2C)C1=O	1630	1539
CCN(C(=O)COC(=O)c1cc([N+](=O)[O-])ccc1N1CCCCC1)C1CCS(=O)(=O)C1 (stereo unspecified)	1462	1649
O=C(OC1CCOC1=O)c1cc(-c2cccs2)nc2ccccc12 (stereo unspecified)	1593	1686
CNc1ccccc1C(C)(C)c1ccn[nH]1	1728	1630
COc1ccc(CN2C3CCCC2CC(NC(=O)/C=C/c2ccccc2)C3)cc1 (stereo unspecified)	1615	1754
CC1(C)CC(=O)C(c2c[nH]c3ccccc23)C(=O)C1	1752	1694
C#CCSc1ncc(-c2ccccc2)cn1	1553	2074

High-throughput results: PubChem, The Scripps Research Institute Molecular Screening Center
